# High-throughput results (PubChem BioAssay)
# TDP43 rescue: rescues yeast growth from TDP-43 toxicity. TDP-43 expressing yeast growth rescue, BacTiter-Glo, 24 h. Potency, µM (highest dose often 46.1 µM), without a hit: at the top dose growth rescue (activation), actives largely listed as activators. actives 1.8% (n = 410,000). AID 652104; note: potency is the fitted concentration of half-maximal effect; % of control where 0% means no effect; nearly all actives have a fitted effect of over 50% in size
#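 Yeast expressing TDP-43 (pregrown in raffinose, seeded at OD600=0.02 in galactose medium) exposed to compounds 24 hr at 30 deg C. Growth read by BacTiter-Glo luminescence; rescue of toxicity appears as increased signal.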
# Abeta rescue: restores growth of yeast expressing A-beta42 peptide. yeast expressing A-beta42, growth rescue, OD600, 48 h; response scale: 0% DMSO, 100% iron-clioquinol control. Potency, µM (top dose mostly 46.1 µM), for inactives: top-dose growth rescue, most hits filed as activators. actives 0.063% (n = 410,000). AID 1347071; note: potency is the fitted concentration of half-maximal effect; nearly all actives have a fitted effect of over 55% in size
#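 Growth rescue measured by 600 nm absorbance after 48 h yeast culture at 30 C with compound. Values normalized between DMSO and an equimolar ferric chloride plus clioquinol control.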
# D3 ag: D3 dopamine receptor (human) agonism. P35462. D3R DiscoveRx beta-arrestin cells, luminescence, 90 min. max activation, %. actives 0.58% (n = 410,000); in the data active = max activation above about 30%; note: 0% is about no effect; mostly tested at two doses, the higher about 12 µM
#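 Cells at 1500/well, incubated overnight, then treated with pinned compounds (dopamine as control) for 90 min at 37 degrees C. DiscoveRx reagent added for 30 - 60 minutes at room temperature; luminescence read.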
# EPAC2 antag: blocks human EPAC2 exchange factor; Q8WZA2; EPAC2 GEF exchange of Rap1B-BODIPY-GDP, fluorescence; Potency, µM (doses to about 114 µM), for the others: at the highest dose activity, negative = inhibition, usual class: inhibitors; actives 0.18% (n = 360,000); AID 720708; note: potency is the fitted concentration of half-maximal effect; % is set by controls: 0 for no effect and ±100 for the full control effect; nearly all actives have a fitted effect of over 45% in size; many of its hits are not listed in these tables
# Target sequence (Q8WZA2 whole entry, looked up): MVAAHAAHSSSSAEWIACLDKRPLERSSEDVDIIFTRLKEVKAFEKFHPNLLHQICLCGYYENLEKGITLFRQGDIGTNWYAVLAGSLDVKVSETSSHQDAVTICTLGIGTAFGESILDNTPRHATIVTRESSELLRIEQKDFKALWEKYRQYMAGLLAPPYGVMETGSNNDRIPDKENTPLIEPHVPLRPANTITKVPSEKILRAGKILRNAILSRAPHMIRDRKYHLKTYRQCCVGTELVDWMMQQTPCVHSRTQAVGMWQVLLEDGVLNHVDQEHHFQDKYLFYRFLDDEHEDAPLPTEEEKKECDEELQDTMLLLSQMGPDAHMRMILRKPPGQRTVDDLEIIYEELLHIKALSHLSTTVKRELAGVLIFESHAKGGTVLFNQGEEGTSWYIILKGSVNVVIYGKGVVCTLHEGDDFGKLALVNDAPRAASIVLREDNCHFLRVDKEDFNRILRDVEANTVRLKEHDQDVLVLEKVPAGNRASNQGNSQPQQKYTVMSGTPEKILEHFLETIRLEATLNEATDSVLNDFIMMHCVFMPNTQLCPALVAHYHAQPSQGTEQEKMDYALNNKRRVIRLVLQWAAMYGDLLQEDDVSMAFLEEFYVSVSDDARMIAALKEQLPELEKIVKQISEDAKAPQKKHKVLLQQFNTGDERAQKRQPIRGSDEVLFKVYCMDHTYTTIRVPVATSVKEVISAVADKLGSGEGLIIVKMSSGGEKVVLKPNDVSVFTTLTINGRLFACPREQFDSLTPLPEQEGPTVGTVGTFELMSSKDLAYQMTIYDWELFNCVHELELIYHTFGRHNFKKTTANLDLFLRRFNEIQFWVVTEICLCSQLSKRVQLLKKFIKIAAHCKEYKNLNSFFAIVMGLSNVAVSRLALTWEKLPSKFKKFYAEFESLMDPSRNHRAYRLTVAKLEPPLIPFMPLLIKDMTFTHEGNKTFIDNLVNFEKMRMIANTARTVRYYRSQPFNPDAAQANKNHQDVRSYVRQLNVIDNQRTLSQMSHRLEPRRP
# D3 antag: blocks the human D3 dopamine receptor; D3R cells, DiscoveRx beta-arrestin luminescence, antagonist mode; active compounds read low; actives 2.5% (n = 360,000); max response, negative = inhibition, %; AID 652054; in the data active = max response below about -50%; inconclusive = no clear call, values can overlap the other calls; note: % is set by controls: 0 for no effect and ±100 for the full control effect; mostly tested at two doses, the higher about 12 µM
#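 Cells plated overnight at 1500 cells/well, then exposed to library compounds with dopamine controls for 90 minutes at 37 degrees C. DiscoveRx reagent added for 30–60 minutes at room temperature; luminescence read, quantitative HTS format.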
# aSyn yeast inh: alpha-synuclein toxicity inhibition in yeast; Yeast expressing alpha-synuclein, growth rescue, BacTiter-Glo, 24 h; Potency, µM (top dose mostly 46.1 µM), without a hit: at the top dose growth rescue (activation), actives largely listed as activators; actives 0.14% (n = 370,000); AID 652106; note: potency is the fitted concentration of half-maximal effect; % of control where 0% means no effect; nearly all actives have a fitted effect of over 65% in size
#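 Rescue of yeast growth: cells expressing toxic alpha-synuclein, induced in galactose at OD600 0.02, incubated with compound 24 h at 30 C. ATP luminescence quantified growth; inhibitors of toxicity appear as activators.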
# FUS suppressor: FUS proteinopathy suppression in yeast | Potency, µM (highest dose often 76.6 µM), for inactives: top-dose growth rescue (activation), hits mostly activators | S. cerevisiae FUS-expressing, growth rescue, OD600, 24 h | actives 0.24% (n = 390,000);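 note: potency is the fitted concentration of half-maximal effect; plate controls were DMSO vehicle for no effect and reference control for full effect; nearly all actives have a fitted effect of over 55% in size; some results filed as inactive show a strong effect at the top dose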
#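 Toxicity suppression screen in FUS-yeast. Cells induced with 2% galactose, starting OD 0.005, treated 24hr at 30C with compounds at multiple final concentrations; growth by OD600.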
# EPAC2 agonist: agonists of human EPAC2 (RAPGEF4); Q8WZA2; EPAC2 activation, biochemical qHTS; response scale: 100% = 6.5 mM cAMP response; Potency, µM (doses to about 154 µM), without a hit: at the highest dose activation, most hits filed as activators; actives 0.079% (n = 360,000); AID 720711; note: potency is the fitted concentration of half-maximal effect; nearly all actives have a fitted effect of over 50% in size
#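 Setup: EPAC2 100 nM, labeled Rap1B complex 250 nM, free GDP 50 uM. Compound titrations pinned in, brief spin, 5 min room temperature incubation. Kinetic fluorescence read over 30 min, normalized to 6.5 mM cAMP.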
# Numbers without * were called inactive; ? = inconclusive; · = not tested or not shown; [ ] = remark or other dose. Unless noted, calls come from the whole dose curve; as a rule, active = well fitted curve in the direction sought with a large enough effect; inconclusive = small, poorly fitted or top-dose-only effect, or another doubt; inactive = no such curve, though single readings can be large; an effect the other way counts as inactive or inconclusive. Some of the compounds tested; rates above refer to the full screens.
SMILES,TDP43 rescue,Abeta rescue,D3 ag,EPAC2 antag,D3 antag,aSyn yeast inh,FUS suppressor,EPAC2 agonist
CC(NC(=O)COc1cc(=O)n(C)c2ccccc12)c1ccc2c(c1)OCCO2 (stereo unspecified),-9%,15%,2,12%,46,·,-19%,1%
O=C(Nc1ccccc1C(=O)NCc1cccnc1)c1ccco1,-9%,5%,-2,11%,9,-3%,4%,-5%
O=C(N/N=C/c1ccco1)c1csc2c1CCCC2,-11%,-12%,12,4%,-15,0%,0%,19%
COc1ccc(C2N(C(C)=O)CCCN2S(=O)(=O)c2ccc(C)cc2)cc1 (stereo unspecified),-12%,2%,-4,2%,14,18%,-17%,1%
O=C(Nc1ccc2c(c1)nc1n2CCSC1)c1ccco1,-9%,-10%,1,1%,11,2%,41%,3%
COc1cc(CCC(=O)OCC(=O)Nc2ccc(Br)cc2F)cc(OC)c1OC,-23%,1%,-7,8%,-15,2%,32%,13%
COc1ccc(/C=C2\SC(=N)N(c3ccc(F)cc3)C2=O)cc1,28%,3%,-4,0%,-9,-5%,2%,1%
COC(=O)c1ccc(C(C(=O)NC2CCCCC2)N(Cc2ccc(F)cc2)C(=O)Cc2cccs2)cc1 (stereo unspecified),12%,3%,-7,-5%,-20,2%,·,6%
COc1ccc(CNc2ccc(N3CCN(C(C)=O)CC3)cc2)cc1OC,·,-5%,·,0%,·,·,13%,15%
CCOC(=O)CNC(=O)Cn1cnc2sc(C)c(S(=O)(=O)N3CCC(C)CC3)c2c1=O,18%,10%,1,-3%,3,-1%,-4%,-4%
O=C(CCCc1ccccc1)NC12CC3CC(CC(C3)C1)C2,-12%,7%,-12,0%,-15,-9%,2%,18%
CCOC(=O)/C=C1\CC(=O)Nc2nonc2N1,4%,6%,-1,1%,21,-3%,16%,5%
CC[N+]1(C)CCC(=C2c3ccccc3CC(=O)c3sccc32)CC1 (stereo unspecified),0%,10%,0,11%,6,-11%,16%,-2%
CCCCN(CCCC)Cc1ccc(C(=O)NN)o1,5%,-5%,0,5%,4,-4%,-38%,5%
Brc1cc2c(cc1Br)OCCOCCOCCOCCO2,?,10%,-11,-10%,-12,16%,11%,11%
COc1ccc(Cl)cc1NC(=S)NC1CCCC1,?,?,-12,0%,?,-13%,0%,2%
Oc1ccccc1/C=N/Nc1ccnc(SCc2ccccc2)n1,6%,-19%,-17,9%,-69*,1%,16%,3%
Cc1cccc2cc(/C=N/NC(=O)[C@H]3C[C@@H]3c3ccccc3)c(Cl)nc12,-15%,-17%,-9,-7%,-14,1%,6%,1%
Cc1cc(NC(=O)CSCC(=O)Nc2ccccc2OC(F)F)no1,-22%,-4%,-3,3%,4,-10%,-2%,3%
O=C(Nc1ccc(F)cc1)C1CCCN(S(=O)(=O)c2cccc3cccnc23)C1 (stereo unspecified),-6%,-4%,2,-9%,5,2%,20%,6%
CCOc1cc(C(=O)NCC(c2ccc(N(C)C)cc2)N2CCOCC2)cc(OCC)c1OCC (stereo unspecified),18%,-2%,-4,·,·,·,-12%,·
Cc1ccc(-c2nn(-c3ccccc3)cc2CO)o1,1%,-6%,0,-2%,12,4%,8%,9%
Cc1ccsc1C1C(C#N)=C(N)Oc2n[nH]c(C)c21 (stereo unspecified),-3%,1%,-3,-7%,0,1%,13%,8%
Cc1ccccc1NC(=O)c1ccc2c(c1)OCCO2,18%,27%,3,-7%[57.1 µM],-8,2%,0%,-19%
COc1ccc(C(=O)c2c[nH]c(C(=O)N=CN(C)C)c2)cc1,0%,-5%,-2,17%,1,2%,5%,-5%
CC(C)(C)C(=O)Nc1nnc(SCc2cccc(F)c2)s1,?,?,11,-12%,5,-1%,-5%,15%
COc1ccccc1CC(=O)N1CCC(CCC(=O)NC2CC2)CC1,-2%,9%,-7,2%,-4,-1%,-10%,6%
O=C1NC(=S)N/C1=C/C=C/c1ccccc1,-3%[0.397 µM],-4%,15,5%,10,-6%,1%,1%
Cc1nnc(SCC(=O)N(C)CC(=O)Nc2ccccc2Cl)s1,-9%,6%,10,14%,7,1%,-6%,5%
COc1cccc(OCCSc2nc(N)cc(N)n2)c1,2%,-9%,-3,-4%,19,-3%,23%,-2%
COc1ccc(NC(=O)CSC2=Nc3ccccc3C3=NC(CC(=O)NCc4ccc5c(c4)OCO5)C(=O)N23)cc1 (stereo unspecified),21%,-4%,-7,·,·,·,?,·
CC(Sc1nc2ncc(Cl)cc2[nH]1)C(=O)NC1(C#N)CCCCC1 (stereo unspecified),-6%,-19%,-1,4%,2,-3%,-9%,11%
CCc1nnc(NS(=O)(=O)c2ccc(NC(=O)c3ccc(S(=O)(=O)N(CC)CC)cc3)cc2)s1,4%,13%,-6,-2%,11,8%,33%,-4%
COc1ccc(Sc2nc(-c3ccccc3)ncc2OC)cc1,-8%[1.82 µM],3%,11,-4%,31,12%,-16%,7%
CC1(C)Cc2c(cnn2-c2ccc(F)cc2)C(NC(=O)Cn2cncn2)C1 (stereo unspecified),7%,1%,1,18%,12,-2%,13%,11%
CC(=O)c1ccc(NC(=O)c2nn(C)c3c2CS(=O)(=O)c2ccccc2-3)cc1,4%,1%,2,·,·,·,2%,·
Cc1cccc(N2CCN(C(=O)/C=C/c3cccs3)CC2)c1C,?,-34%[inhibitor],43*,-7%,3,7%,6%,5%
Cc1ccc(-c2cc(-c3ccccc3C)[nH]n2)c(O)c1,?,-93%[inhibitor],-9,-12%,?,-60%[inhibitor],18%,10%
CCCOc1ccc(-c2cn3ccccc3n2)cc1,26%,-35%[inhibitor],3,-7%,1,-30%,-39%,1%
O=S(=O)(Nc1ccc(-n2cnnn2)cc1)c1cccs1,-13%,-4%,1,16%,2,0%,10%,1%
Cc1nn(-c2ccccc2)c(C)c1NS(=O)(=O)c1ccccc1,0%,15%,10,-3%,-11,2%,7%,12%
CN(Cc1ccccc1)C(=O)CN1C(=O)NC2(CCCc3sccc32)C1=O (stereo unspecified),3%,0%,-7,10%,0,-15%,22%,9%
CN1CCN(c2ccc(NC(=O)CN3CCOCC3)cc2F)CC1,-15%,-9%,2,3%,2,-20%,-2%,2%
C/C(=N\NS(=O)(=O)c1ccc(C)c([N+](=O)[O-])c1)c1cccs1,-4%,25%,-8,-27%,-8,2%,13%,0%
CSc1ncccc1C(=O)N1CCN(S(=O)(=O)c2cc(C)ccc2C)CC1,-1%,-1%,5,-1%,1,-6%,19%,6%

# 6 compounds drawn at random from the list so far, as already listed:
SMILES,TDP43 rescue,Abeta rescue,D3 ag,EPAC2 antag,D3 antag,aSyn yeast inh,FUS suppressor,EPAC2 agonist
CSc1ncccc1C(=O)N1CCN(S(=O)(=O)c2cc(C)ccc2C)CC1,-1%,-1%,5,-1%,1,-6%,19%,6%
CC1(C)Cc2c(cnn2-c2ccc(F)cc2)C(NC(=O)Cn2cncn2)C1 (stereo unspecified),7%,1%,1,18%,12,-2%,13%,11%
COc1ccc(Sc2nc(-c3ccccc3)ncc2OC)cc1,-8%[1.82 µM],3%,11,-4%,31,12%,-16%,7%
CN1CCN(c2ccc(NC(=O)CN3CCOCC3)cc2F)CC1,-15%,-9%,2,3%,2,-20%,-2%,2%
COc1ccc(NC(=O)CSC2=Nc3ccccc3C3=NC(CC(=O)NCc4ccc5c(c4)OCO5)C(=O)N23)cc1 (stereo unspecified),21%,-4%,-7,·,·,·,?,·
O=S(=O)(Nc1ccc(-n2cnnn2)cc1)c1cccs1,-13%,-4%,1,16%,2,0%,10%,1%

# More records
SMILES,TDP43 rescue,Abeta rescue,D3 ag,EPAC2 antag,D3 antag,aSyn yeast inh,FUS suppressor,EPAC2 agonist
COC(=O)N1C(=O)[C@](c2ccsc2)(C(C)C)N1C(=O)OC,20µM*,-12%,-23,-1%,?,-5%,-22%,5%
O=C(O)CCCC(=O)NCCc1ccncc1,5%,1%,4,-2%,2,5%,10%,8%
Cc1ccc(S(=O)(=O)N(CC(=O)N2CCC(C(N)=O)CC2)c2cccc(C(F)(F)F)c2)cc1,-14%,-6%,-11,-3%,0,-2%,18%,0%
COc1ccc(Cl)cc1NC(=O)CSc1nnc(-c2ccco2)o1,19%,-3%,3,6%,-1,8%,-9%,4%
CC1CCC(NC(=O)C(NS(=O)(=O)c2ccc(Br)cc2)C(C)C)CC1 (stereo unspecified),2%,-11%,-2,-11%,2,4%,-36%,-1%
COc1cccc(C(=O)COC(=O)C(C)N2C(=O)c3ccccc3C2=O)c1 (stereo unspecified),-13%,-24%,6,-9%,5,1%,20%,13%
CCCCNC(=O)c1onc(CSc2ccc(OC)cc2)c1C(=O)O,13%,8%,21,8%,4,1%,-21%,3%
CCOC(=O)c1c(-c2ccc(OC)cc2)oc2cc(Br)c(O)cc12,23%,3%,7,2%,9,-1%,-26%,10%
CCCCn1c(/N=C/c2c[nH]c3ccccc23)nc2ccccc21,-3%,-5%,19,-27%,12,3%,11%,-1%
CC1CCc2c(sc(NC(=O)COC(=O)c3ccc(O)cc3)c2C#N)C1 (stereo unspecified),30%,-8%,2,-10%,-19,-4%,?,9%
CCOC(=O)c1ccccc1NC(=O)CN(c1ccccc1OCC)S(C)(=O)=O,29%,14%,3,-8%,5,1%,7%,3%
COc1cc(OC)cc(-c2cn[nH]c2N)c1,-18%,-8%,-3,-13%,11,-8%,45%,7%
COc1ccc(CNC2CCCc3ccccc32)c(OC)c1 (stereo unspecified),-8%,3%,-21,9%,-14,-1%,8%,-1%
CN(C)/N=C/C=C1\CCC/C(=C\c2ccc(F)c(F)c2)C1=O,15%[9.22 µM],-17%,-2,1%,-5,-11%,14%,5%
CCN(CC)CCNS(=O)(=O)c1ccc2c3c(cccc13)C(=O)N2,-16%,5%,-5,-1%,21,4%,9%,-8%
CC(C)Cn1cnc2c(Sc3c([N+](=O)[O-])ncn3C)nc(N)nc21,8%,-10%,5,0%,14,3%,·,5%
C=CCNC(=O)/C(=C/c1ccccc1OCC)NC(=O)c1ccccc1,18%,1%,6,7%,29,2%,·,-3%
CCCCCn1c(CNC(=O)COC)nc2ccccc21,-15%,3%,-2,7%,0,0%,-1%,-5%
COc1ccc(NC(=O)N2CCN(CCC#N)CC2)cc1,1%,-3%,5,-1%,2,0%,-10%,-6%
Cc1ccc(S(=O)(=O)N2[C@@H](c3cccc(Cl)c3)C(C(=O)O)=CC[C@H]2c2ccc(C(C)C)cc2)cc1,10%,14%,0,-28%,8,6%,-6%,-9%
